Screens deposited in PubChem by several laboratories.
Pemphigus Ab inh: blocks pemphigus antibody binding to human desmoglein-3; P32926; DSG3-coupled beads, scFv-anti-DSG3-GFP binding, flow cytometry; hits give low values; binding (percent of control), % at 10 µM; 0.48% of 310,000 active; AID 588358;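 active means binding more than 3 SD below its plate's average and above zero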;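 further: hits lower antibody fragment binding to DSG3; some compounds called inactive have numbers as strong as hits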
MOR-DOR inv ag: mu-delta opioid heterodimer inverse agonism. P35372+P41143. cell-based MOR-DOR heterodimer luminescence. inhibition, % at 9.3 µM. 0.21% of 340,000 active; in the data active means inhibition above about 22%, passing the limit was not always enough;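 further: 0% = cells with DMSO and 100% = wells without cells with DMSO; values of inactives mirror those of a sister screen read the other way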
Target sequence (P35372 whole entry, looked up): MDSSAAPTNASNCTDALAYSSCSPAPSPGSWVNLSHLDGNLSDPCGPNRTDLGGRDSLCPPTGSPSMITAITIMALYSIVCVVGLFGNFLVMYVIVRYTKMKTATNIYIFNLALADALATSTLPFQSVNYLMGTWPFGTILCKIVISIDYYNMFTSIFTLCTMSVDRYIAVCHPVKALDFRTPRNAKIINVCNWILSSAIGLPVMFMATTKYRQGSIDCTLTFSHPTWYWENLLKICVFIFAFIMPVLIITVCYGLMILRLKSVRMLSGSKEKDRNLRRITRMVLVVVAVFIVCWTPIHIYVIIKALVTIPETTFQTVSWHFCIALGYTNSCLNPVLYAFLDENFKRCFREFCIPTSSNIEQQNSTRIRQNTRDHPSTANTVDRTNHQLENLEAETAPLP
Target sequence (P41143 whole entry, looked up): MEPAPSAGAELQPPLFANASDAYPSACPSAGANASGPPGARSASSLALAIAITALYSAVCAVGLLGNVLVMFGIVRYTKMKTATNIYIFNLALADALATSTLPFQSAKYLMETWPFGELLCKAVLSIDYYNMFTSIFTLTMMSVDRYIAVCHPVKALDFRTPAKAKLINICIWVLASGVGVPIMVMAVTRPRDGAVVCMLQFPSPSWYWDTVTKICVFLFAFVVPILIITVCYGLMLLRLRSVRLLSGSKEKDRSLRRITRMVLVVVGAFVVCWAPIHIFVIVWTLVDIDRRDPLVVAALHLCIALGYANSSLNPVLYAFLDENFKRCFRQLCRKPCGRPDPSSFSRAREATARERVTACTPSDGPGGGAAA
V-ATPase pHluor: yeast V-ATPase proton transport regulation by pHLuorin; S. cerevisiae, pHLuorin cytosolic pH fluorescence; response, % at 10 µM; 0.37% of 350,000 active; AID 504577; in the data active means response mostly above about 7.3%, no sharp cut-off; inactive means mostly below about 5.4%; further: actives read high; inactives centre near 0; some compounds called inactive have numbers as strong as hits; reference of the scale not given here
Cardiac RTF inh: cardiac RTF calcium desensitization. P19429+P45379. 0.12% of 340,000 active. inhibition, % at 7.15 µM. IANBD-labeled cardiac RTF, Ca2+ fluorescence. AID 493244;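 active means inhibition above the mean inhibition of all tested compounds plus 3 SD, cut at about 17% in these data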;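 further: assay run at fixed EC70 calcium of 1.6 mM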
RTF Ca sens act: increases calcium sensitivity of human cardiac regulated thin filaments | P19429+P45379 | IANBD-labeled TnC RTF fluorescence at EC20 calcium; 0% EC20 calcium, 100% full calcium | activation, % at 7.2 µM | 0.24% of 340,000 active;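 active means activation above the mean over all tested compounds plus 3 SD, cut at about 30% in these data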;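 further: rise in fluorescence read as greater calcium sensitivity of cardiac thin filaments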
Keap1-Nrf2 PPI: inhibitors of human Keap1-Nrf2 protein-protein interaction; AID 504523; 0.15% of 340,000 active; inhibition, % at 9.4 µM; Q14145; Keap1 Kelch-Nrf2 peptide fluorescence polarization, 1536-well; in the data active means inhibition above about 12%;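 further: human Keap1 Kelch domain with fluorescein labeled Nrf2 9mer peptide probe; 0% = neutral control wells and 100% = peptide positive control; higher means more block of Keap1 binding to Nrf2 peptide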
C-LANA FP: inhibitors of KSHV LANA C-terminal domain DNA binding; inhibition, % at 9 µM; 0.078% of 340,000 active; AID 504423; MBP-C-LANA/FAM-LBS DNA binding, fluorescence polarization;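 active means highest replicate inhibition at or above 60% at 9 µM, even if other replicates fall short; inactive means all replicates below 60% inhibition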;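 further: 0% = neutral control wells and 100% = 4 µM acridine orange control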
MOR-DOR ag: OPRM1-OPRD1 heterodimerization agonism. AID 504326. activation, % at 9.3 µM. cells, luminescence. P35372+P41143. 0.3% of 340,000 active; in the data active means activation above about 18%;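 further: 0% = vehicle-treated cells and 100% = reference agonist; values of inactives mirror those of a sister screen read the other way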
Wnt bcat act: Wnt/beta-catenin pathway activation; activation, % at 9.35 µM; Wnt/beta-catenin reporter cell assay, activator, plate reader; 1.2% of 300,000 active; in the data active means activation above about 30%, passing the limit was not always enough;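 further: 0% = neutral control wells and 100% = positive control wells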
Arrestin-AP2 inh: blocks beta-arrestin peptide binding to AP2 adaptin | FITC-arrestin peptide / GST-AP2 beads, flow cytometry; AP2 beta2 appendage carries R879A mutation | inhibition, % at 10 µM | 0.31% of 340,000 active;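 active means inhibition above a set limit, near 3 SD of compounds lacking own fluorescence, cut at about 54% in these data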;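 further: plate controls were DMSO wells for no effect and 5 µM unlabelled arrestin peptide for full effect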
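Material – AP2 appendage R879A on GSH beads · Buffer or medium – PBS with 0.05% Tween 20 and 0.1% BSA · Probe or stimulus – fluorescein-tagged arrestin peptide at 50 nM final · Incubation – compound with beads 12 min RT, then probe 1 h RT · Detection – high-throughput flow cytometry of beads, ex 488, em 535 nm · Evaluation – percent response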
Active calls of the source: *; x = no result given. An unsorted share of the library; overall some 3.1% were active at least once.

Values run as follows: RTF Ca sens act	MOR-DOR inv ag	Wnt bcat act	C-LANA FP	Arrestin-AP2 inh	V-ATPase pHluor	Keap1-Nrf2 PPI	MOR-DOR ag	Pemphigus Ab inh	Cardiac RTF inh
> CCOc1ccc2c(c1)C(=NNC(=O)c1ccncc1)c1cc(OCC)ccc1-2
  2	10	49*	-1.4	35	-2	2	-2.0	96	3
> CCNC(=O)C(CC(C)C)NC(=O)C(CO)NC(=O)C1CCC(=O)N1 (centres undefined)
  6	10	0	-4.8	-11	-1	-2	-2.1	100	-4
> C=CCNC(=S)N1CCOCC1
  6	14	-1	-0.5	44	0	2	-3.1	x	8
> CN(C)c1cccc(C(=O)N/C=C/n2cnc3cc(C(F)(F)F)ccc32)c1
  3	-10	3	-0.3	-3	0	3	1.9	103	-12
> Cc1cc(C(=O)N(C)Cc2ccc(Br)cc2)no1
  2	-3	-4	1.5	-21	7	-1	0.5	101	0
> COc1ccc(OC)c(S(=O)(=O)NC2CCN(Cc3ccccc3)CC2)c1
  -1	18	-3	2.6	-4	1	2	-3.9	126	-1
> Cc1c(C(=O)Nc2cccc(S(=O)(=O)N3CCCC3)c2)oc2ccccc12
  -3	0	-2	-0.6	-9	-1	1	-0.1	97	-3
> O=C(C1CC1)N1CCN(c2nc3ccccc3s2)CC1
  5	-1	31*	2.1	0	4	4	0.2	90	3
> COc1ccc(C(C(=O)NC2CCCC2)N(Cc2ccc(C)cc2)C(=O)c2ccn[nH]2)cc1OC (centres undefined)
  -1	-13	x	1.8	-5	-2	0	2.2	97	-1
> Cc1csc2nc(CNS(=O)(=O)c3ccc(-c4ccccc4)cc3)cn12
  0	4	-4	2.1	-1	-1	-4	-0.7	102	1
> COC(=O)c1cc(C(=O)OCC(=O)Nc2ccccc2OC(F)F)cc([N+](=O)[O-])c1
  5	-10	-3	-0.1	2	8	-6	1.7	99	-16
> Cc1nnc(N)nc1C
  -7	5	x	-3.2	23	3	-1	-1.2	x	-7
> COc1ccc(NC2=NCC(=O)N2c2ccccc2F)c(OC)c1
  2	3	-1	2.3	-5	2	-5	-0.6	98	-15
> O=C(Nc1cccc(S(=O)(=O)N2CCOCC2)c1)c1ccccn1
  -1	12	-1	3.1	-21	2	2	-2.3	101	-7
> CC(=O)N1CCN(C(=O)c2cc(-c3ccc(C)o3)nc3ccccc23)CC1
  2	7	0	2.5	5	-1	2	-1.3	95	0
> C[C@@H](CN=[N+]=[N-])CN1CC[C@H](O)CCC1=O
  3	12	6	1.3	-3	-2	-3	-2.2	102	-10
> Cc1ccccc1C(=O)NCCOc1ccccc1Cl
  0	10	14	1.2	0	-3	3	-1.9	112	-6
> COc1cccc(NC(=O)CCNS(=O)(=O)c2ccc3c(c2)oc(=O)n3C)c1
  5	6	-1	0.4	8	-2	-5	-1.3	101	-5
> COc1ccc(CCNC(=O)COc2ccc3c(c2)OCO3)cc1
  1	19	1	-1.0	15	-1	2	-4.8	99	-6
> COc1cccc(N2CCN(S(=O)(=O)c3ccc(-n4cnnn4)cc3)CC2)c1
  -5	9	0	0.5	3	2	-2	-1.7	104	-4
> O=C(N/N=C/c1cccc([N+](=O)[O-])c1)c1ccncc1
  6	1	0	1.8	-16	2	-1	-0.2	94	-11
> COc1ccc2c(c1OC)CN(C)CCc1cc3c(cc1C(=O)C2)OCO3
  8	10	-2	-0.3	14	-3	1	-2.0	96	-26
> CCOc1ccc(Cl)cc1CNc1nnnn1CC
  1	9	2	0.3	-6	-3	-2	-1.8	117	-8
> NC(=O)c1cc2cc(Br)ccc2oc1=NCc1ccccc1
  -4	4	x	1.6	7	-1	-2	-0.9	x	6
> Cn1cccc1-c1cc(C(=O)N/N=C/C=C/c2ccccc2)[nH]n1
  -5	11	4	-0.8	42	1	0	-2.0	98	2
> COc1ccccc1N1C(=NC(=O)CCc2ccccc2)SC2CS(=O)(=O)CC21 (centres undefined)
  5	10	2	1.4	-13	3	-3	-1.9	100	0
> NS(=O)(=O)c1cccc(NC(=O)CSc2nnc(-c3ccccc3F)n2C2CC2)c1
  14	-2	1	-0.6	8	6	-7	0.4	91	-24
> COc1cc(CO)ccc1OCC(=O)N1CCc2ccccc21
  3	19	-1	-0.5	3	0	-3	-2.7	107	-9
> Cc1cccc2cc(CN(Cc3ccco3)S(=O)(=O)c3ccc4c(c3)OCCO4)c(=O)[nH]c12
  1	6	x	-0.4	18	-4	-2	-1.2	104	-3
> CCn1cc(C(=O)N(C)CC(OC)OC)c(=O)c2cc(S(=O)(=O)N3CCOCC3)ccc21
  -2	10	0	-0.6	3	-5	-1	-1.9	85	-8
> CC(=O)N(CCC1(c2ccc(C)cc2)CCOC(C(C)C)C1)Cc1ccco1 (centres undefined)
  -5	-3	-2	0.3	0	-3	0	0.6	98	2
> COc1cc2c(C(=O)OCCN(C)C)c(CSc3ccccc3)n(C)c2cc1Br
  2	13	0	0.0	-13	0	-4	-2.8	96	-5
> Cc1ccc(S(=O)(=O)C2C(=O)NC3(C)CC2c2ccccc2O3)cc1 (centres undefined)
  2	16	x	-0.5	4	-2	1	-3.1	99	-6
> CC1=C(C(=O)OCc2ccccc2)C(c2cccs2)NC(=O)N1CCCC(=O)O (centres undefined)
  -2	12	-3	2.5	28	1	-1	-2.0	102	-8
> COc1ccccc1NC(=O)Cn1c(=O)c(N(C)C)c(N)n(C)c1=O
  3	4	-1	-1.2	8	1	4	-0.8	99	-5
> Cc1csc(SCC(=O)NC2CCS(=O)(=O)C2)n1 (centres undefined)
  0	19	5	2.0	14	2	-5	-3.7	128	-9
> CCc1nnc(NC(=O)C2c3ccccc3Oc3ccccc32)s1
  -1	13	-2	-1.8	-8	3	-6	-3.0	x	-1
> COc1ccc(C(c2nnnn2Cc2ccccc2)N2CCN(c3nc4ccccc4s3)CC2)cc1 (centres undefined)
  9	-7	x	0.5	1	-1	-4	1.2	105	-3
> COc1ccc2nc(C(F)(F)C(F)(F)F)c(C#N)c(N)c2c1
  5	-36	x	-0.8	2	3	-3	6.4	x	-4
> Cc1onc(-c2ccccc2Cl)c1C(=O)NCc1ccc(S(N)(=O)=O)cc1
  1	1	-3	-0.7	-9	2	-4	-0.2	94	-5
> CC(=O)Nc1cccc(NC(=O)Cc2ccc3ccccc3c2)c1
  3	-9	-1	-2.1	-7	2	-5	1.8	104	-5
> CCOC(=O)C1CCCN(C/C=C/c2ccccc2)C1 (centres undefined)
  3	13	-1	5.1	1	-2	0	-2.6	116	4
> CC(=O)Nc1ccc(CN2CCN(Cc3ccc(C)cc3)C(CCO)C2)cc1 (centres undefined)
  0	15	-3	1.6	11	1	1	-2.9	92	3
> CC(C)N(c1ccccc1)c1ccc(NC(=O)COC(=O)CCN2C(=O)c3cccc([N+](=O)[O-])c3C2=O)cc1
  -2	-11	-2	0.0	40	0	-2	2.4	105	-4
> CCCCCCn1c(SCC(=O)OC)nc2c1c(=O)[nH]c(=O)n2C
  0	19	-1	0.8	-13	4	-7	-3.2	96	-5
> O=C(Cn1c(C2CC2)nc2ccccc2c1=O)Nc1ccc(Br)cc1
  -1	-16	10	0.9	4	-1	6	2.7	105	-2
> Cc1ccc(CNC(=O)CSc2nc3ccccc3c(=O)n2CCCO)cc1
  2	-3	x	-0.7	6	-2	-2	0.5	99	6
> Cc1ccc2[nH]c(=O)c(CN(CCc3ccccc3)Cc3nnnn3CC3CCCO3)cc2c1 (centres undefined)
  -1	0	x	-0.8	2	2	-6	0.0	105	-1
> CCCCOC(=O)Nc1nc2ccccc2s1
  1	15	x	-0.7	3	-3	1	-3.2	97	-3
> CC(C)(C)OC(=O)C[C@@H]1C/C=C\C[C@H](CC(=O)NCCO)C(=O)N[C@H](Cc2ccccc2)COC1=O
  0	6	-1	0.9	4	-2	0	-1.0	102	-7
> O=C(CCc1nc2ccccc2c(=O)[nH]1)N1CCN(S(=O)(=O)c2ccccc2Br)CC1
  1	11	8	0.1	-7	5	-4	-2.0	93	-8
> CCC(C)NS(=O)(=O)c1ccc(OCC(=O)N2CCCCC2)cc1 (centres undefined)
  8	8	x	-0.6	4	-1	-5	-1.5	101	0
> CN(CC(=O)NC(=O)NCc1ccco1)Cc1nc2ccccc2c(=O)[nH]1
  -6	10	x	-0.3	4	-2	-2	-1.8	82	1
> Cc1ccc(-c2nnn(CC(=O)N3CCCCC3)n2)c(-n2cnnn2)c1
  -3	3	x	0.0	-5	5	-1	-0.6	107	-9
> Cc1ccnc(NC(=O)C2CCN(S(=O)(=O)c3cccc(C(F)(F)F)c3)CC2)c1
  -2	-18	3	-3.0	23	1	1	3.3	x	-8
> COc1cccc(/C(O)=C2/C(=O)C(=O)N(c3ccccn3)C2c2ccc(OC)c(OC)c2)c1 (centres undefined)
  4	4	x	2.1	0	2	1	-0.8	97	-7
> CC(C)CN(C(=O)CCCOc1ccc(Cl)cc1Cl)c1c(N)n(Cc2ccccc2)c(=O)[nH]c1=O
  1	13	-2	-2.0	-19	-1	-3	-2.5	107	-14
> O=C(Nc1ccccc1Cl)O/N=C/c1ccc(F)cc1
  1	12	0	0.2	34	-6	2	-2.3	107	-10
> CC(=O)N1CCCc2cc(S(=O)(=O)NC(C(=O)NCc3ccc(C)cc3)C(C)C)ccc21 (centres undefined)
  -1	7	-3	0.8	1	2	-7	-1.3	x	-7
> CC1CCN(S(=O)(=O)c2ccc3c(c2)CCN3C(=O)CCC(=O)O)CC1
  -1	10	x	0.9	-12	2	-1	-1.8	98	2

(next part)
Values run as follows: RTF Ca sens act	MOR-DOR inv ag	Wnt bcat act	C-LANA FP	Arrestin-AP2 inh	V-ATPase pHluor	Keap1-Nrf2 PPI	MOR-DOR ag	Pemphigus Ab inh	Cardiac RTF inh
> COc1ccc(-c2csc3ncnc(N4CCN(C(=O)c5ccco5)CC4)c23)cc1
  -3	-4	-3	-3.3	0	1	-15	0.7	109	-3
> Cc1ncoc1C(=O)N1CCCC(N2CCN(c3cccc(C(F)(F)F)c3)CC2)C1 (centres undefined)
  0	2	-1	1.3	31	-4	-1	-0.4	113	-1
> C=CCN=C1SCC(=O)N1S(=O)(=O)c1ccccc1
  5	19	x	-0.2	18	-1	2	-3.4	101	-5
> CCCNc1sc(S(=O)(=O)CCC)nc1S(=O)(=O)c1ccc(C)cc1
  -1	13	6	1.1	1	2	2	-2.9	99	-5
> Cc1onc(-c2c(Cl)cccc2Cl)c1C(=O)Nc1ccc(N2CCOCC2)cc1
  3	4	-2	-0.9	-12	3	-6	-0.8	x	4
> Cc1cccc(-n2c(SCC(=O)N3CCCC3)nnc2-c2ccccn2)c1C
  4	7	x	-2.9	1	3	1	-1.4	61	-7
> CCCCCCc1ccc(-c2ncc(N)cn2)cc1
  -4	-19	x	-0.2	-1	-2	0	3.5	101	-2
